# Source: PubChem BioAssay
# LAP4 TOR yeast = yeast TOR pathway LAP4-GFP modulation; S. cerevisiae LAP4-GFP multiplex, flow cytometry GFP, 3 h; median GFP as percent of DMSO wells; GFP response vs DMSO, % at 10 µM; 0.34% of 320,000 active; AID 2023;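 active = GFP response vs DMSO above a set limit, about the screen mean plus 3 SD, cut at about 150% in these data; inconclusive = under 70 cell events counted for the yeast strain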
# CR mimetic SO = yeast age-related superoxide inhibition as caloric restriction mimetic; superoxide response (% of plate mean), % at 10 µM; S. cerevisiae aged cells, superoxide DHE fluorescence; active compounds read low; AID 2690; 0.18% of 330,000 active;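 active = superoxide response under a set limit, about three screen SD below normal, cut at about 65% in these data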;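 note: yeast aged for seven days with compound at 30 °C before DHE staining; 100% = average MFI of all compound-treated wells on the plate with controls excluded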
# CIT2 TOR yeast = alters CIT2-GFP fluorescence in TOR pathway yeast screen; S. cerevisiae CIT2-GFP strain, flow cytometry, 3 h; 100 means same as DMSO wells; GFP response vs DMSO, % at 10 µM; 0.065% of 320,000 active; AID 2029;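 active = GFP response relative to DMSO above a set limit, near the screen mean plus 3 SD, cut at about 150% in these data; inconclusive = Fewer than 70 cells measured for a yeast strain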;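 note: ratio of well median GFP fluorescence to mean of DMSO wells on the plate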
# RPL19A-GFP yeast = alters RPL19A-GFP fluorescence in TOR pathway yeast screen; S. cerevisiae RPL19A-GFP strain, flow cytometry, 3 h; active compounds read low; percent response vs DMSO, % at 10 µM; 0.3% of 330,000 active; AID 2025;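 active = percent response vs DMSO below 50%; inconclusive = fewer than 70 events counted for the yeast strain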;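 note: median channel GFP fluorescence of the barcoded RPL19A-GFP strain; ratio of sample median GFP to plate DMSO average so 100% = DMSO; lower means less RPL19A-GFP as with rapamycin TOR inhibition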
# MEP2-GFP yeast = alters MEP2-GFP fluorescence in TOR pathway yeast screen. GFP response vs DMSO, % at 10 µM. S. cerevisiae MEP2-GFP strain, flow cytometry GFP, 3 h; 100% = DMSO control level. 0.51% of 330,000 active;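 active = GFP response versus DMSO above a set limit, roughly screen mean plus 3 SD, cut at about 180% in these data; inconclusive = fewer than 70 cells counted for a yeast strain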;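 note: median GFP fluorescence of the barcode-gated MEP2-GFP cells per well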
# AHR act = activators of human aryl hydrocarbon receptor | P35869 | AHR-responsive luciferase reporter cells, luminescence | activation, % at 5 µM | 2.5% of 320,000 active; in the data active = activation above about 47%;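 note: 0% = vehicle wells and 100% = reference agonist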
# Target sequence (P35869 whole entry, looked up): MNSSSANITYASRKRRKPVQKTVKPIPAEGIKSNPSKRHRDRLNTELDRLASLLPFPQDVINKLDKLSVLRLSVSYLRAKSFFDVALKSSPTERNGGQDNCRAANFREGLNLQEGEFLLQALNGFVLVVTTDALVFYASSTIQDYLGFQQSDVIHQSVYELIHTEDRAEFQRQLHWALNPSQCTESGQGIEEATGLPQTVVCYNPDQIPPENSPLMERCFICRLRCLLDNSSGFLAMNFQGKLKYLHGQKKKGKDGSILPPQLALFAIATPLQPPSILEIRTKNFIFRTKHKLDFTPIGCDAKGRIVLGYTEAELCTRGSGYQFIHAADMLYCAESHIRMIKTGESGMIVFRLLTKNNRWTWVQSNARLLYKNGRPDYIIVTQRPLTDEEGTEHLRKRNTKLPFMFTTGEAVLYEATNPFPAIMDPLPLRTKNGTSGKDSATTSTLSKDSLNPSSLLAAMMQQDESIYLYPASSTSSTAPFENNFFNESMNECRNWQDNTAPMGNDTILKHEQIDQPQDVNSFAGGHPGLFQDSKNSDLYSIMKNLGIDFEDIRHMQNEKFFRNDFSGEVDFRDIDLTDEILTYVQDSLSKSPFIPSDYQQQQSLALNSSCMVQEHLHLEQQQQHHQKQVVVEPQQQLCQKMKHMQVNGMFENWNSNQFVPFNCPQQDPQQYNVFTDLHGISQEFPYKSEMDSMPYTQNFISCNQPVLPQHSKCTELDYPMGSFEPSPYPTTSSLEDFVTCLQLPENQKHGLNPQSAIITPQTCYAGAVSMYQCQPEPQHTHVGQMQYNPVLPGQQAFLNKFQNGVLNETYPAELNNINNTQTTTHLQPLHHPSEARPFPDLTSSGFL
# AGP1 TOR yeast = modulators of TOR pathway AGP1-GFP in S. cerevisiae. S. cerevisiae AGP1-GFP multiplex flow cytometry, 3 h; GFP as percent of DMSO wells. GFP response vs DMSO, % at 10 µM. 0.02% of 320,000 active;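 active = GFP response relative to DMSO above a set limit, near screen average plus 3 SD, cut at about 150% in these data; inconclusive = fewer than 70 cells counted for the yeast strain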;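 note: median GFP channel fluorescence of the gated AGP1 strain per well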
# Efflux pump inh = inhibitors of Candida antifungal efflux pumps expressed in yeast; S. cerevisiae Candida pump triplex, Nile Red efflux; inhibition, % at 10 µM; 0.44% of 330,000 active; AID 485275;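 active = plate passing quality check with inhibition over a set limit, or well fluorescence over plate mean plus 4 SD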;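 note: Nile Red retained in pooled yeast measured as flow cytometry median fluorescence; 0% = buffer negative control and 100% = Enniatin B positive control; higher means more Nile Red kept so more efflux inhibition; some compounds called inactive have numbers as strong as hits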
# The depositor's hits bear a star; ? = inconclusive; / = not tested or not shown; & = joins results of further samples; [ ] = another dose, or the depositor's remark.
# Screens in order: LAP4 TOR yeast	CR mimetic SO	CIT2 TOR yeast	RPL19A-GFP yeast	MEP2-GFP yeast	AHR act	AGP1 TOR yeast	Efflux pump inh
COc1ccc(NS(=O)(=O)CC23CCC(CC2=O)C3(C)C)cc1 (stereo not drawn)
 : 97	94	102	98	98	1	97	-0.2
CSC(=CC(=O)c1ccccc1)SC
 : 98	97	96	105	104	4	101	-0.2
COc1cc(NC(=S)NC(=O)c2ccco2)ccc1NC(=O)C(C)C
 : 108	107	101	89	115	11	108	-0.1
O=C(/C(=C/c1ccc(Cl)cc1)c1nc2ccccc2[nH]1)c1ccccc1
 : 103	108	98	94	105	35	96	0.1
Nc1ccc(S(=O)(=O)Nc2ccc(S(N)(=O)=O)cc2)cc1
 : 96	97	101	102	104	4	101	0.1
CCN1C[C@@H]2[C@@H]3C(=O)N(Cc4ccccc4)C(=O)[C@@H]3[C@](CC)(C1=O)N2C(=O)c1ccc(C(F)(F)F)cc1
 : 93	98	97	98	90	2	96	-0.3
CCOC(=O)c1[nH]c(C)c(CCC(=O)O)c1C
 : 99&99	98&111	96&102	95&100	99&103	-2&-2	101&105	0.0&-0.1
COC(=O)c1sc(NC(=O)c2oc3ccccc3c2C)nc1C
 : 100	110	97	97	100	12	96	0.2
COc1cc(CCC(=O)OCc2ccccc2C#N)cc(OC)c1OC
 : 81	99	91	90	103	1	87	-0.2
COc1cccc(-c2nnc(SCc3ccc(C#N)cc3)n2Cc2ccco2)c1
 : 93	106	103	93	89	7	96	0.1
CCN(C(=O)CN1c2ccccc2CC1C)c1c(N)n(Cc2ccccc2)c(=O)[nH]c1=O (stereo not drawn)
 : 93	110	/	90	98	-2	96	0.0
COc1ccc(OC)c(/C=C/C(=O)c2ccc3c(c2)OCO3)c1
 : 114	92	88	99	95	-2	92	-0.2
CCOc1ccccc1NC(=O)/C=C/C(N)=O
 : 115	93	108	104	112	-5	112	0.0
COc1ccc(CCN2C(=O)c3cccc4c(C(=O)N5CCCCC5)ccc(c34)C2=O)cc1OC
 : 107	104	95	103	106	26	97	-0.1
Nc1cc(C(=O)c2cccs2)ccc1Cl
 : 107	90	95	97	97	15	90	0.0
CC(C)CN(C(=O)c1ccc([N+](=O)[O-])s1)c1c(N)n(Cc2ccccc2)c(=O)[nH]c1=O
 : 115	118	102	98	102	0	115	0.1
Cc1nn(C(C)C(=O)N2CCc3ccccc32)c(C)c1[N+](=O)[O-] (stereo not drawn)
 : 99	99	95	100	107	63*	103	0.0
C=CCc1ccc(OCCCOc2ccc(C(=O)O)cc2)c(OC)c1
 : 104	112	98	103	104	3	95	0.2
Cc1ccnc(NCc2ccc(Cl)cc2)c1
 : 74	100	97	95	81	-4	92	0.1
Cc1cc(C)n2nc(SCC(=O)N3CCN(c4ccc(F)cc4)CC3)nc2n1
 : 103	130	98	97	100	4	98	0.3
Cc1c(NC(=O)NC(=O)c2ccc(F)cc2)c(=O)n(-c2ccccc2)n1C
 : 88	111	91	95	93	0	89	0.3
Cc1ccc(C(=O)O/N=C(\N)c2ccccn2)c(C)c1
 : 137	103	/	94	114	-2	61	-0.1
Cc1cccc(OCCCC(=O)Nc2nccs2)c1
 : 115	95	110	107	105	-2	113	-0.2
O=C(Nc1ccccc1Cl)C1CCCN(S(=O)(=O)c2ccc(F)cc2)C1 (stereo not drawn)
 : 102	114	92	97	97	3	95	0.8
Cc1ccc(S(=O)(=O)Nc2cccc(C(=O)NCC(c3ccco3)N3CCCCC3)c2)cc1F (stereo not drawn)
 : 103	97	90	99	99	-1	102	-0.1
O=C(C[n+]1ccc(C(=O)N/N=C/c2ccc(Br)cc2)cc1)c1ccccc1
 : 95	104	106	101	100	9	100	0.0
Cc1noc(C)c1S(=O)(=O)Nc1ccc(C(=O)NC2CCCCC2C)cc1 (stereo not drawn)
 : 99	90	81	98	107	1	99	0.0
CC(C)(C)c1ccc(C(=O)NCC(=O)O)cc1
 : 104	89	114	104	106	0	109	-0.2
O=C(NC(=S)N1CCCCCC1)c1ccc(Cl)cc1Cl
 : 102	80	96	97	101	-2	99	0.1
COc1cc(/C=C/C(=O)OCC(=O)N2CCN(C(=O)c3ccco3)CC2)ccc1O
 : 100	93	105	96	96	4	100	-3.3
O=C(Nc1ccc(N2CCN(C(=O)c3ccco3)CC2)cc1)c1ccccc1Br
 : 107	106	103	92	99	-8	102	0.2
CCOC(=O)c1ccccc1NC(=O)COC(=O)CCC(=O)c1ccc(C)cc1
 : 112	93	102	103	100	-1	96	-0.2
COC(=O)c1[nH]c2c(c1C)C(=O)CC(c1ccccc1)C2 (stereo not drawn)
 : 102	99	104	102	101	11	100	-0.1
O=C(CN1C(=O)CSC1=O)NCc1ccccc1
 : 99	101	105	103	106	8	113	-0.1
CCOc1ccccc1NC(=S)NCCc1ccc(F)cc1
 : 94	119	78	102	106	6	97	-0.1
NC(=O)C1CCN(Cc2nc(-c3cccs3)no2)CC1
 : 111	80	94	94	95	0	106	0.0
O=C(CSc1ccsc1[N+](=O)[O-])NCCc1ccccc1
 : /	117	91	103	102	48*	104	-0.2
CN(C)S(=O)(=O)c1cccc(NC(=O)CSc2nncn2-c2ccccc2)c1
 : 102	90	106	98	104	3	101	0.1
Fc1ccc(CSc2nnc(-c3cnccn3)n2Cc2ccco2)cc1
 : 76	99	/	103	103	1	90	-0.1
COc1cccc(-c2nc(CSCC(=O)N3CCc4ccccc43)c(C)o2)c1
 : 100	105	102	104	102	5	101	0.1
CCN(CC)c1ccc(C(=O)n2cnc3ccccc32)cc1
 : 96[may fluoresce violet]	99	?	94	98[may fluoresce violet]	2	83	0.1
CCN(CC)CCN1C(=O)C(=O)/C(=C(/O)c2ccc(OC(C)C)cc2)C1c1ccncc1 (stereo not drawn)
 : 113	111	100	98	103	6	107	0.0
CC(C)CCN1CCNC(=O)C1CC(=O)N(C)CCCN1CCOCC1 (stereo not drawn)
 : 91	113	95	97	95	-1	97	0.6
CCCCn1cc([N+](=O)[O-])nc1C
 : 103	90	91	96	96	-1	99	0.1
O=c1ccc2c(-c3ccccc3)c3ccc(O)cc3oc-2c1
 : 101	128	112	103	121	1	90	0.4
N#C/C(=C\c1ccccc1)C(=O)NC1CC1
 : 109	102	92	96	106	4	89	0.0
Cc1cccc(C(=O)NCCNC(=O)c2cccc(C)c2)c1
 : 91	88	96	102	109	-1	99	0.0
COc1ccc(N=Cc2c(O)[nH]c3ccccc23)cc1
 : 107	96	77	91	102	129*	98	0.3
CC12CCC(=O)N1C(C(=O)O)Cc1c2[nH]c2ccccc12 (stereo not drawn)
 : 106	103	98	102	99	7	108	0.1
CSc1nsc(SC)c1C(=O)Nc1ccc(Cl)cc1
 : 117	102	93	99	101	58*	105	0.0
CCOc1ccc(OCC)c(NC(=O)CN2CCN(c3cc(C)ccc3C)CC2)c1
 : 107	84	98	95	98	5	100	0.0
CCN=C(Nc1ccc(Cl)cc1)c1cccnc1
 : 88	108	107	99	102	104*	99	0.0
Cc1cc(C)cc(-n2c3nc4ccccc4nc3c3c(=O)n(Cc4ccco4)cnc32)c1
 : 106	122	99	101	125	4	95	0.7
CCCCOc1ccc(N(CC(=O)NC2CCCC2)C(=O)CCC(=O)Nc2ccccn2)cc1
 : 89	122	103	99	109	-2	83	0.4
CCCCNC(=S)N/N=C/c1ccccc1F
 : 106	111	90	102	102	11	88	-0.1
CC1CC(C)CN(S(=O)(=O)c2ccc3c(c2)oc(=O)n3CC(=O)NCc2cccnc2)C1 (stereo not drawn)
 : 103	97	95	100	102	2	103	0.2
O=C(CCC(=O)N1CCOCC1)NCCc1ccc(Cl)cc1Cl
 : 114	102	97	102	106	-2	105	0.0
O=C(O)/C=C\c1ccccc1Oc1ccc(F)cc1
 : 104	102	92	99	98	-3	100	-0.1
CN1CCN(C(=O)C2=C[C@@H](C3CC3)C[C@@H](OCc3ccc(CO)cc3)O2)CC1
 : 137	107	112	103	97	-3	95	0.1
Cn1c(=NC(=O)COc2ccccc2)sc2ccccc21
 : 120	79	83	98	96	2	97	0.2

# The list goes on.
# Screens in order: LAP4 TOR yeast	CR mimetic SO	CIT2 TOR yeast	RPL19A-GFP yeast	MEP2-GFP yeast	AHR act	AGP1 TOR yeast	Efflux pump inh
CCOC(=O)N1CCN(c2nc(-c3cccc(OC)c3)cc(C(F)(F)F)n2)CC1
 : 103	93	104	98	99	1	103	-0.1
Cc1cc(C)c(OCC(=O)OCC(=O)N(C)C2CCS(=O)(=O)C2)c(C)c1 (stereo not drawn)
 : 105	101	113	105	109	1	113	0.0
CCCC(=O)c1cc(F)c(N2CCN(CCC#N)CC2)cc1C
 : 89	93	/	100	100	10	98	0.1
CCCP(=O)(CC(=O)N(CC)CC)c1ccccc1 (stereo not drawn)
 : 101	103	99	97	94	0	94	0.1
CCCOc1ccccc1/C=N/NC(=O)C1CC1
 : 78	74	104	120	113	/	104	0.0
CCc1cc2c(-c3ccccc3)cc(=O)oc2cc1OC(=O)c1cccs1
 : 94	116	107	108	107	-1	108	0.0
CCOC(=O)c1c(NC(=O)COC(=O)Cc2c[nH]c3ccccc23)sc(C(=O)N(C)C)c1C
 : 102	131	82	97	99	25	90	0.4
O=C(COC(=O)c1ccc(Cl)cc1[N+](=O)[O-])NCc1ccco1
 : 101	132	96	97	105	1	97	0.2
CCN1CCN(CCCNC(=O)c2ccc(/C=C3/Oc4ccccc4N(Cc4cccc(C)c4)C3=O)cc2)CC1
 : 133	84	71	98	98	-2	92	0.0
Cc1ccc(N2CC(C(=O)Nc3ccc(C)c(S(=O)(=O)N(C)C)c3)CC2=O)cc1 (stereo not drawn)
 : 106	110	96	95	95	-1	101	-0.3
CCCCn1c(SCC(=O)NC2CC(C)(C)NC(C)(C)C2)nc2cc(S(N)(=O)=O)ccc21
 : 107	91	115	104	100	-1	100	-0.2
CC(=N\NC(=O)c1ccc([N+](=O)[O-])cc1)/C(=N/O)C(=O)Nc1ccccc1
 : 71	126	99	114	101	10	90	0.2
Cc1n[nH]c(C)c1CNCc1c(C(=O)N2CCCCCCC2)nc2ccc(Cl)cn12
 : 98	85	100	100	105	5	96	-0.1
COc1ccccc1N/N=C/c1c(CO)cnc(C)c1O
 : 99	95	108	102	104	17	103	-0.2
CCN(CC)CCCn1c2c(c(SCC(=O)Nc3ccc(OC(F)(F)F)cc3)nc1=O)CCC2
 : 94	94	101	99	102	-1	105	-0.2
COc1cc(CCC(C)=O)ccc1OC(=O)c1c(F)cccc1Cl
 : 129	93	92	96	100	2	104	0.1
Nc1nonc1-n1nnc(C(=O)N/N=C/c2ccc(OCc3ccccc3)cc2)c1COc1ccc(F)cc1
 : 109	97	111	111	107	3	107	-0.1
Cc1ccc(CN2CC(C(=O)Nc3ccc(S(=O)(=O)N4CCCCC4)cc3)CC2=O)cc1 (stereo not drawn)
 : 68	111	98	114	107	-6	77	16*
Cc1nn(-c2ccccc2)c(N)c1C1(O)C(=O)N(C(C)C)c2ccccc21 (stereo not drawn)
 : 90	126	98	97	108	20	94	0.7
COc1cc(C(C)=O)ccc1OCCCN1CCC(Cc2ccccc2)CC1
 : 93	102	108	104	105	5	102	-0.1
O=C1c2cccnc2C(=O)N1Cc1ccc(S(=O)(=O)NCc2ccco2)s1
 : 100	94	95	99	102	3	104	0.0
Nc1nc(-c2cc3ccccc3o2)cs1
 : 132	110	96	96	93	8	88	0.0
Cn1c(=O)c2c(nc(CN3CCC(C(N)=O)CC3)n2Cc2ccccc2F)n(C)c1=O
 : 96	101	100	108	107	1	105	0.1
COc1cc(OC)c(C(=O)Nc2ccc(S(=O)(=O)N3CCCCC3)cc2)cc1OC
 : 123	96	94	105	97	-3	104	0.1
